IL1B secr inh = qHTS for Inhibitors of Inflammasome Signaling: IL-1-beta AlphaLISA Primary Screen. THP-1 LPS/ATP IL-1B secretion, AlphaLISA, 16 h; hits give low values. activity change, % at 57.5 µM. 360,000 compounds, 4.7% hits. AID 743279, 2014; in the data active = activity change below about -50%; inconclusive = mostly about -30% to -49%; also: % is scaled to controls: 0 for no effect and ±100 for the full control effect
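Secreted IL-1B measured by AlphaLISA bead assay after 16 h compound exposure of THP-1 cells; compounds (final up to 57.5 uM) added 1 h before LPS (250 ng/mL) and ATP (1.25 mM) stimulation; lower signal means less secretion.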
WRN inhibitor = qHTS for Inhibitors of WRN Helicase. Bifunctional 3'-5' exonuclease/ATP-dependent helicase WRN (Homo sapiens), Q14191. 360,000 compounds, 0.46% hits. Potency, µM (series often up to 114 µM), without a hit: top-dose activity change, negative = inhibition, most hits filed as inhibitors. WRN helicase unwinding, fluorescent forked duplex, kinetic; also: potency is read from the fitted curve at half-maximal effect; % is scaled to controls: 0 for no effect and ±100 for the full control effect; nearly all actives have a fitted effect of over 55% in size
Target sequence (Q14191 whole entry, looked up): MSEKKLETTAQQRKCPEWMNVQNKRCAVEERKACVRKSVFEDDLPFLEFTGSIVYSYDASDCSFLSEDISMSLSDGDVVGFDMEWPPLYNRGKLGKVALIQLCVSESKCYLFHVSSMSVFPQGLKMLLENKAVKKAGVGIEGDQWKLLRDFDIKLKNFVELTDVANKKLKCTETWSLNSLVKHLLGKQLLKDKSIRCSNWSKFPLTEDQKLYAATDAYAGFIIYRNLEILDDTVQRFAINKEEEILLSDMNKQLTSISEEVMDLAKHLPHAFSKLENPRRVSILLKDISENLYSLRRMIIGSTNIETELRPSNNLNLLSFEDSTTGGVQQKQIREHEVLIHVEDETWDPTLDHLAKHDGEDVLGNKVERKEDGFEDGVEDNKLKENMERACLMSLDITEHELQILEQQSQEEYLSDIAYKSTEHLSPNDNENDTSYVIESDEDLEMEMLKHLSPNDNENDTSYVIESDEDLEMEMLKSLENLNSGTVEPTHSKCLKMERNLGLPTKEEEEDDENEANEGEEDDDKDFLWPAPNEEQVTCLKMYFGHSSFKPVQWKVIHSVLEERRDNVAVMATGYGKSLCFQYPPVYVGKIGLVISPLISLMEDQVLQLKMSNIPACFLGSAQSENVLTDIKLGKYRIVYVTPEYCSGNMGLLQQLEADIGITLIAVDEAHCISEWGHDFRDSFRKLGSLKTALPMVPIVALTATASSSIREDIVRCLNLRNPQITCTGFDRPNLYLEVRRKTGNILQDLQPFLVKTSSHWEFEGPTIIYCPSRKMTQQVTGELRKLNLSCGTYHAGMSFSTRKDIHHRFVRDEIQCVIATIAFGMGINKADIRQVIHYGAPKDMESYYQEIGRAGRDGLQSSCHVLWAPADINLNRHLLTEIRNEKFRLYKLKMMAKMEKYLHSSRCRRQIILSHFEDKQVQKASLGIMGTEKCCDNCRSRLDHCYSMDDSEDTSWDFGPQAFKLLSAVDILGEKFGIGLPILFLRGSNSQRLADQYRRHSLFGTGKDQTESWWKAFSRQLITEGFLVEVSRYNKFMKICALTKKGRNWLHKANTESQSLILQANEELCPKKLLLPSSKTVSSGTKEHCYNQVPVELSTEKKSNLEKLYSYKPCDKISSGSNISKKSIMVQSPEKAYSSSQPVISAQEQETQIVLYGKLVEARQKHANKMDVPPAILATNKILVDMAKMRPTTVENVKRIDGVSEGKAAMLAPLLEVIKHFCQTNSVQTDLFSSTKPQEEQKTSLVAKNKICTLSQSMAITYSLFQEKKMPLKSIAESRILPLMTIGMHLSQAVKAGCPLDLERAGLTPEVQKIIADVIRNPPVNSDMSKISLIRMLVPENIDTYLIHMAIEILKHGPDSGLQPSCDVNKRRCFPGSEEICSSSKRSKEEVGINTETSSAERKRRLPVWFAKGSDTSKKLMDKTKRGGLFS
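Kinetic red-fluorescence monitoring (525/598 nm) tracks WRN helicase activity after 100 nM fluorophore-quencher forked duplex and 2 mM ATP are added to 20 nM enzyme pretreated 15 min at room temperature with compound.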
HT1080-NT tox = qHTS for induction of synthetic lethality in tumor cells producing 2HG: qHTS for the HT-1080-NT fibrosarcoma cell line. HT-1080-NT fibrosarcoma viability, CellTiter-Glo ATP luminescence, 48 h. Potency, µM (doses to about 46.1 µM), for the others: at the highest dose activity, negative = less viability, usual class: cytotoxic. 360,000 compounds, 1.6% hits. AID 686970, 2013;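 also: NT is the 2HG producing partner of a matched IDH1 knockdown line; potency is read from the fitted curve at half-maximal effect; 0% = DMSO-treated cells and -100% = media-only wells without cells; nearly all actives have a fitted effect of over 55% in size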
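Luminescent CellTiter-Glo readout after 48 hours of compound exposure at 37 degrees C defined viability of HT-1080-NT cells. Activity was normalized to DMSO wells and cell-free media wells; concentration-response curves were fitted and assigned curve classes.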
ATXN2 expr inh = Primary qHTS for Inhibitors of ATXN expression | HEK-293 ATXN2-luciferase reporter, luminescence, 24 h | Potency, µM (titrated, usually from 57 µM), for the others: at the highest dose activity change, negative = inhibition, usual class: inhibitors | 360,000 compounds, 0.72% hits; also: potency is read from the fitted curve at half-maximal effect; % is scaled to controls: 0 for no effect and ±100 for the full control effect; nearly all actives have a fitted effect of over 55% in size
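qHTS (up to 57 uM final) was run with 24 h compound exposure of reporter cells at 37 °C. Each well was multiplexed: SteadyGlo luminescence measured ATXN2-luciferase expression after a fluorogenic Gly-Phe-AFC viability readout (25 uM final).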
KB-3-1 tox = qHTS assay for MDR1-selective chemotherapeutics: Primary screen using the parental adenocarcinoma cell KB-3-1. KB-3-1 viability, CellTiter-Glo ATP luminescence, 72 h. Potency, µM (doses to about 46.1 µM), inactives show top-dose activity change, negative = cytotoxic, usual class: cytotoxic. 400,000 compounds, 1.4% hits. AID 1347075, 2019; also: potency is read from the fitted curve at half-maximal effect; % is scaled to controls: 0 for no effect and ±100 for the full control effect; nearly all actives have a fitted effect of over 60% in size
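Cells are dispensed, compounds pinned in, plates held at 37 °C for 72 h, then CellTiter-Glo is added and luminescence read after 10 minutes. Cell line: parental KB-3-1 in phenol-red-free DMEM, 10% FBS.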
SW480 rerep = A quantitative high throughput screen for small molecules that induce DNA re-replication in SW480 colon adenocarcinoma cells. AID 624297, 2012. SW480 DNA re-replication, Hoechst DNA content imaging, 48 h. Potency, µM (top dose mostly 46.1 µM), inactives show top-dose re-replication activation, usual class: activators. 340,000 compounds, 1.8% hits; also: potency is read from the fitted curve at half-maximal effect; % of control where 0% means no effect; nearly all actives have a fitted effect of over 55% in size
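Image-based read-out: total Hoechst fluorescence of nuclei (405 nm excitation, 500-530 nm emission), with hits raising the fraction of high-intensity nuclei. SW480 colon cells incubated 48 hr with compounds at 37 C.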
HT1080 IDH1KD tx = qHTS for induction of synthetic lethality in tumor cells producing 2HG: qHTS for the HT-1080-IDH1KD cell line; 360,000 compounds, 2% hits; HT-1080 IDH1 knockdown viability, ATP luminescence, 48 h; Potency, µM (highest dose often 46.1 µM), for the others: top-dose activity, negative = toxicity, usual class: cytotoxic; AID 686971, 2013;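 also: potency is read from the fitted curve at half-maximal effect; 0% = DMSO wells and -100% = cell-free medium wells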
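Using the IDH1-knockdown HT-1080 line run in the same batch and compound series as the NT line, viability after 48 h at 37 °C was determined by CellTiter-Glo luminescence and expressed as % activity.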
KB-V1 cytotox = qHTS assay for MDR1-selective chemotherapeutics: Primary screen using the drug-selected MDR subline cells KB-V1; Potency, µM (highest dose often 46.1 µM), for the others: top-dose activity change, negative = cytotoxicity, usual class: cytotoxic; AID 1347076, 2019; 400,000 compounds, 3.4% hits; KB-V1 MDR cells viability, CellTiter-Glo, 72 h; also: potency is read from the fitted curve at half-maximal effect; % is scaled to controls: 0 for no effect and ±100 for the full control effect; nearly all actives have a fitted effect of over 60% in size
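Following 72 h at 37 degrees C with compound, KB-V1 cell viability was read by CellTiter-Glo luminescence, medium being phenol-red-free DMEM plus 10% FBS; concentration-response parameters came from normalized, curve-fitted qHTS data.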
MCF10A rereplic = A quantitative high throughput screen for small molecules that induce DNA re-replication in MCF 10a normal breast cells; Potency, µM (highest dose often 46.1 µM), for inactives: top-dose activity, positive = re-replication, usual class: activators; AID 624296, 2012; MCF 10A DNA re-replication, Hoechst nuclear intensity, 48 h; 350,000 compounds, 2.9% hits; also: potency is read from the fitted curve at half-maximal effect; % of control where 0% means no effect; nearly all actives have a fitted effect of over 50% in size
Starred values were filed as active, the others as inactive; ? = inconclusive; nt = not tested or not shown; & = joins results of further samples; [ ] = dose if it differs, or a comment. Unless noted, calls follow the shape of the dose curve; as a rule, active = well fitted curve in the direction sought with a large enough effect; inconclusive = small, poorly fitted or top-dose-only effect, or another doubt; inactive = no such curve, though single readings can be large; an effect the other way counts as inactive or inconclusive.

SMILES	IL1B secr inh	WRN inhibitor	HT1080-NT tox	ATXN2 expr inh	KB-3-1 tox	SW480 rerep	HT1080 IDH1KD tx	KB-V1 cytotox	MCF10A rereplic
COc1ccc(OC)c2[nH]c(=O)c(CCNC(=O)c3ccc(Br)o3)cc12	?	-6.4%	-17.0%	-17.6%	11.1%	?	14.2%	?	0.8%
Cc1cc(NS(=O)(=O)c2ccc(NC(=O)c3cc4c(=O)n5ccccc5nc4s3)cc2)nc(C)n1	23.1	?	10.1%	nt	0.7%	16.4%	8.8%	?	?
COc1ccc(C(C)(C)C)cc1NC(=O)c1c(C)noc1C	24.1	5.0%	11.0%	-0.4%	7.2%	-2.3%	4.6%	-33.3%	0.8%
CC12CN(C(=O)c3ccco3)CC(c3ccccc3)(CN(C(=O)c3ccco3)C1)C2=O	-16.2	-3.5%	-0.2%	5.7%	11.2%	-2.0%	2.1%	-0.2%	3.1%
COc1ccc2[nH]cc(S(=O)(=O)c3ccc(C)cc3)c2c1	-12.4	-3.3%	-3.4%	-15.5%	-3.0%	-1.2%	-26.0%	15.5%	4.2%
Nc1c(-c2ccccn2)cnn1-c1nc(-c2ccc(F)cc2)cs1	13.6	2.9%	-1.7%	2.0%	3.7%	7.1%	1.1%	-20.3%	?
CCc1ccc(-c2cc3c(=O)n(CC(=O)NCCCN4CCN(CC)CC4)nc(C)n3n2)cc1	?	0.2%	?	8.6%	?	22.5%	?	12.9%	?
O=C1CCCCCC1C1(O)C(=O)Nc2ccc(Br)cc21 (configuration not stated)	32.0	3.6%	-7.4%	-8.8%	10.1%	-1.3%	-0.5%	6.1%	-0.3%
CCS(=O)(=O)c1ccc2oc(Nc3ccc(OC)c(OC)c3)nc2c1	-20.0	-12.1%[57.1 µM]	-0.2%	8.7%	5.9%	3.2%	4.9%	-0.4%	2.1%
Cc1ccc(NC(=O)COC(=O)c2ccccc2F)cc1S(=O)(=O)N1CCCCC1	1.1	-16.1%	10.0%	4.0%	0.0%	-9.5%	2.7%	12.9%	-2.7%
COc1ccc(CNC(=O)CN2CCN(S(=O)(=O)c3cccs3)CC2)cc1OC	15.9	3.8%	0.2%	-1.5%	2.3%	-5.3%	-1.0%	17.5%	-1.4%
COC(=O)c1ccccc1NC(=O)CN(c1cc(OC)ccc1OC)S(C)(=O)=O	-14.7	2.2%	2.8%	nt	10.8%	-11.1%	6.8%	18.3%	3.2%
COc1ccc(C(=O)NCc2ncccc2C)cc1OC1CCN(C(C)=O)CC1	3.7	-3.5%	9.8%	1.9%	-9.6%	-7.3%	9.1%	1.4%	0.5%
COc1ccc(CNC(=O)COC(=O)c2n[nH]c3ccccc23)cc1	16.7	-9.1%	-0.6%	-14.2%	2.1%	-1.7%	-6.5%	22.1%	-0.6%
Cc1ccc(S(=O)(=O)NCCNC(=O)CN2CCOCC2)cc1	-1.1	-8.5%	-1.3%	7.2%	?	-2.7%	-5.5%	-0.6%	-3.9%
O=C1C=C(NCc2ccco2)C2(CCCCC2)O1	17.3	2.8%	16.9%	-12.0%	11.2%	-6.5%	3.5%	20.3%	2.6%
N#C/C=C/C(=C\Nc1ccc(Cl)cc1)S(=O)(=O)c1ccccc1	?	8.2%	?	-22.3%	-1.9%	8.4%	-0.3%	9.2%	?
COc1cccc(C(=O)N2CCN(c3nc4cc(C)cc(C)c4cc3C#N)CC2)c1	-21.8	2.2%	8.5%	?	-0.3%	nt	7.5%	-8.8%	nt
O=C(Cc1ccccc1)NCC(=O)OCC(=O)c1ccc(OC(=O)c2ccccc2)cc1	-3.6	-14.9%	-14.8%	69.7%[activator]	1.9%	1.1%	?	4.2%	-0.8%
COc1cc(C)c(S(=O)(=O)N2CCCC2)cc1C(C)C	24.6	-4.3%	-8.3%	-18.8%	2.0%	-117.6%[inhibitor]	-5.9%	-13.6%	0.5%
Cc1cccnc1NC(=O)C1c2ccccc2Oc2ccccc21	-3.8	-14.9%	-7.0%	-0.4%	-8.8%	3.5%	-0.8%	6.6%	4.3%
O=C1OCc2ccc(NC(=O)C3CC3)cc21	-15.9	5.4%	5.4%	-22.2%	-5.5%	-9.0%	3.3%	-3.5%	-1.4%
NS(=O)(=O)c1ccc(N2CCCC2=O)c([N+](=O)[O-])c1	0.0	-3.5%	-2.8%	5.0%	-15.0%	3.6%	4.4%	-4.3%	6.2%
CCOC(=O)N1CCC(NS(=O)(=O)c2cc3c(cc2C)NC(=O)CO3)CC1	7.8	-4.7%	2.8%	5.4%	11.6%	-6.1%	1.2%	3.9%	2.9%
Cc1cc(C)cc(N(CC(=O)NC2CCC(C)CC2)S(=O)(=O)c2c(C)[nH]c(=O)[nH]c2=O)c1 (configuration not stated)	25.6	-2.3%	-10.0%	nt	1.4%	-2.6%	-6.4%	0.0%	14.5%

Sorted by the number under SW480 rerep (rising): three from the list above
structure	IL1B secr inh	WRN inhibitor	SW480 rerep
COC(=O)c1ccccc1NC(=O)CN(c1cc(OC)ccc1OC)S(C)(=O)=O	-14.7	2.2%	-11.1%
Cc1ccc(NC(=O)COC(=O)c2ccccc2F)cc1S(=O)(=O)N1CCCCC1	1.1	-16.1%	-9.5%
Cc1cccnc1NC(=O)C1c2ccccc2Oc2ccccc21	-3.8	-14.9%	3.5%

Later entries:
SMILES	IL1B secr inh	WRN inhibitor	HT1080-NT tox	ATXN2 expr inh	KB-3-1 tox	SW480 rerep	HT1080 IDH1KD tx	KB-V1 cytotox	MCF10A rereplic
CC(C)(C)OC[C@H](NC(=O)c1[nH]cnc1C(=O)Nc1ccccc1F)C(=O)OC(C)(C)C	-20.1	-12.3%	?	?	?	nt	?	?	nt
CC1(C)CC(=O)C(C=Nc2ccc3c(c2)OCO3)=C(O)C1	1.2	-2.9%	?	25.0%	-6.5%	11.2%	-5.0%	-1.0%	-21.7%
COc1ccccc1N1CCN(Cc2ccc(-c3ccccc3[N+](=O)[O-])o2)CC1	-3.1	2.2%	-5.3%	nt	-28.7%	-2.0%	-2.6%	-29.5%	-0.5%
O=C(/C=C/c1ccc(F)cc1)NC(Cc1c[nH]c2ccccc12)C(=O)O (configuration not stated)	4.7	-6.4%	7.4%	3.1%[11.3 µM]	-0.4%	12.9%	?	22.2%	-1.9%
COC(=O)c1c(NC(=O)/C=C/C(=O)O)sc(C)c1-c1ccc(C)cc1	-98.0*	-4.1%	?	?	?	?	?	?	?
COC(=O)c1ccc(-c2ccc(/C=N/N3C(=O)C4C5C=CC(CC5)C4C3=O)o2)cc1 (configuration not stated)	1.8	-11.2%[57.1 µM]	21.4%	44.9%[activator][11.3 µM]	-3.4%	3.8%	19.6%	?	1.5%
COc1ccc(CNc2nccn3ccnc23)cc1	?	1.1%	?	48.3%[activator]	0.0%	nt	7.3%	2.0%	nt
CC(C)Oc1ccc(C(=O)NC(Cc2c[nH]c3ccccc23)C(=O)NN)cc1 (configuration not stated)	?	-10.4%	15.0%	nt	4.4%	-0.5%	4.9%	20.5%	1.1%
Cc1cc(C)n2nc(C(=O)OCC(=O)Nc3ccc4c(c3)OCO4)nc2n1	0.0	3.8%	-0.6%	1.4%	0.5%	-6.9%	1.7%	-9.3%	2.1%
CCN(CC)S(=O)(=O)c1ccc(Cl)c(NC(=O)COc2ccccc2[N+](=O)[O-])c1	-1.8	-3.4%	?	-17.8%	10.8%	-15.1%	?	-1.2%	24.7%
COc1ccccc1N(CC(=O)N/N=C/c1ccc(OCC(=O)NCc2ccco2)cc1)S(=O)(=O)c1ccc(C)cc1	-12.5	-40.2%[57.1 µM]	?	-8.8%	-15.0%	24.4%	?	-25.9%	11.9%
CC1CCN(S(=O)(=O)c2ccc3nc(N4CCN(c5ccccc5)CC4)ccc3c2)CC1	22.4	1.2%	12.8%	-2.1%	6.8%&2.5%	-10.5%	0.0%	?	-10.6%
CCn1c(=O)c2sccc2n2c(CCCC(=O)N3CCN(c4ccccn4)CC3)nnc12	-24.7	3.4%	9.2%	-8.3%	-22.1%	?	8.2%	-17.3%	4.5%
COc1ccccc1-c1ccc(/C=C2/C=C(C)OC2=O)o1	-5.6	-31.5%	3.8%	-9.3%	0.7%	?	9.2%	1.4%	20.6µM*
S=C(c1c[nH]c2ccc(Br)cc12)N1CCOCC1	?	-1.3%	-1.7%	-9.3%	-4.5%	-21.7%	-2.0%	-0.9%	-5.7%
Cn1c(/N=C/c2c[nH]c3ccccc23)nc2ccccc21	37.4	-10.5%	-11.2%	7.8%	0.4%	-10.0%	-3.0%	8.3%	2.5%
O=C(c1ccc(=O)oc1)N1CCC(C(O)(c2ccccc2)c2ccccc2)CC1	nt	-2.9%	2.5%	-1.9%	-1.2%	-43.9%[inhibitor]	2.2%	13.9%	-18.2%
O=C(COC(=O)c1cccc(F)c1)NCCC1=CCCCC1	-2.3	6.9%	23.8%	-8.0%	-1.5%	-8.2%	16.9%	7.3%	1.7%
COc1ccccc1NC(=O)N(c1c(N)n(Cc2ccccc2)c(=O)[nH]c1=O)C1CCCC1	24.1	0.0%	1.7%	0.9%	8.9%	-2.8%	3.5%	17.9%	0.6%

From PubChem
